Mcl1-Bid inh = Mcl-1/Bid interaction inhibition; Q07820; TR-FRET Mcl-1/Bid-Dy647 peptide binding, 1536-well; inhibition, % at 21.7 µM; 220,000 compounds, 0.97% hits; AID 1021;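 active means compounds that cut the binding signal by more than half at the single screening dose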;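 further: His-tagged Mcl-1 with europium anti-His antibody binding Bid BH3 peptide; 0% = Mcl-1 plus peptide wells and 100% = peptide-only wells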
Target sequence (Q07820 whole entry, looked up): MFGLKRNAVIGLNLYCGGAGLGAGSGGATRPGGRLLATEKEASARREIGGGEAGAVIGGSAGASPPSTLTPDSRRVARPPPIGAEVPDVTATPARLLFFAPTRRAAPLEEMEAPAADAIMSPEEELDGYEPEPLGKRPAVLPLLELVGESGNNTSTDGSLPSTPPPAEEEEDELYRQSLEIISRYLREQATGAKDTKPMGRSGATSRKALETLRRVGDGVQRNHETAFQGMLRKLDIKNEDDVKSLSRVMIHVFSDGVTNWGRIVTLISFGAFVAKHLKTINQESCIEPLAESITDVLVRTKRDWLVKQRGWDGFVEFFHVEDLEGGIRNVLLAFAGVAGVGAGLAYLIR
Rab2 wt GTP = changes GTP binding to wildtype dog Rab2A, up or down; 190,000 compounds, 0.19% hits; GTP binding activity, % at 10 µM; GST-Rab2 wt beads, Bodipy-GTP binding, flow cytometry; P61105;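 active means GTP binding activity at least 20 points away from 100%, either lowered or raised; inconclusive means signal likely due to the compound's own green fluorescence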;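 further: 0% = beads with excess unlabeled GTP and 100% = no-compound control corrected for plate trend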
RGS8-Gao reg = modulates binding of RGS8 to human Galphao | P09471 | multiplexed bead flow cytometry; actives lie on both sides | response (percent of control binding), % at 10 µM | AID 1423 | 220,000 compounds, 0.34% hits; in the data active means response below about 60% or above about 140%; inactive means in between;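 further: Galphao activated as the GDP aluminium fluoride complex binding bead-coupled RGS8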
Rab7 wt GTP bind = alters GTP binding to wildtype dog Rab7 | GST-Rab7 beads, fluorescent GTP binding, flow cytometry; actives lie on both sides; untreated = 100%, excess cold GTP = 0% | GTP binding activity (percent of control), % at 10 µM | 190,000 compounds, 0.055% hits | AID 758;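 active means fluorescent GTP binding to Rab7 beads changed by at least 20 points from the 100% baseline, either direction, mostly lower; inconclusive means compound itself probably fluorescent, or too few beads counted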;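 further: median green fluorescence of bound Bodipy-FL-GTP per Rab7 bead population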
Mcl1 Noxa PPI = Mcl-1/Noxa interaction inhibition. Q07820. TR-FRET Mcl-1/Noxa peptide binding, 2 h. 220,000 compounds, 1.5% hits. inhibition, % at 21.7 µM;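 active means compounds that cut the protein-peptide binding signal by more than 50% relative to plate controls in a single-dose test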;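 further: His-tagged Mcl-1 with rhodamine Noxa BH3 peptide and terbium anti-His antibody; 0% = Mcl-1 plus Noxa peptide wells and 100% = peptide-only wells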
HRas wt GTP bind = changes GTP binding to wildtype human HRas. GST-Ras wt beads, Bodipy-FL-GTP binding, flow cytometry; actives lie on both sides. GTP binding activity, % at 10 µM. 190,000 compounds, 0.14% hits;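 active means GTP binding activity at least 20% away from the 100% baseline, either lowered as inhibitor or raised as activator; inconclusive means flagged as likely green fluorescent, judged across all proteins in the well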;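 further: 0% = unlabeled GTP competition control and 100% = no-compound control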
Target sequence (P01112 whole entry, looked up): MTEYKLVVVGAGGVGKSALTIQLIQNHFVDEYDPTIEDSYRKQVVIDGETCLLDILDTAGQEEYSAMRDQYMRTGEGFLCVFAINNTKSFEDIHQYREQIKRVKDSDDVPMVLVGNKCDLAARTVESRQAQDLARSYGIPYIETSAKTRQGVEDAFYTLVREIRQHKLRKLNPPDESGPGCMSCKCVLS
Rac1 wt modul = human Rac1 wildtype GTP binding, inhibitors and activators; P63000; GST-Rac1 beads, fluorescent GTP binding, flow cytometry; actives lie on both sides; 0 = cold GTP competed, 100 = untreated; GTP binding activity (% of control), % at 10 µM; 190,000 compounds, 0.27% hits; AID 757;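 active means GTP binding activity at least 20 points away from the 100% control level, either lower or higher; inconclusive means compound flagged as likely green fluorescent, judged across all proteins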
Cdc42 wt = modulators (inhibitors or activators) of GTP binding to human Cdc42 wildtype | GST-Cdc42 beads, Bodipy-GTP binding, flow cytometry; actives lie on both sides | AID 761 | percent activity (GTP binding), % at 10 µM | 190,000 compounds, 0.2% hits;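 active means percent activity GTP binding at least 20 points away from the 100% baseline, either down as inhibitor or up as activator; inconclusive means compound flagged as likely green fluorescent from well-wide comparison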;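 further: median bead fluorescence of bound Bodipy-FL-GTP at 100 nM; 0% = excess unlabeled GTP control and 100% = no compound control; below 100% means less GTP binding so inhibitor and above means activator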
Target sequence (P60953 whole entry, looked up): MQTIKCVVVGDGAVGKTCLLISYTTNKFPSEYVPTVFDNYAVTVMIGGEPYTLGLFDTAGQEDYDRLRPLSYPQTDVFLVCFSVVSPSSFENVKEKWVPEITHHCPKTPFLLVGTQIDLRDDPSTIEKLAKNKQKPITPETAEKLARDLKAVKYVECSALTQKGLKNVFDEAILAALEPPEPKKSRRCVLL
Mcl-1 Bim block = inhibitors of Bim-Mcl-1 interaction, human; 190,000 compounds, 0.1% hits; inhibition, % at 10 µM; Bead-based flow cytometry, Bim peptide-Mcl-1 binding; Q07820; in the data active means inhibition above about 40%;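 further: 0% = no compound tracer wells and 100% = peptide blocker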
Pf gametocyte = inhibitors of late stage P. falciparum gametocyte viability | inhibition, % at 10.9 µM | P. falciparum stage V gametocytes, ATP luminescence, 24 h | 150,000 compounds, 0.065% hits | AID 743093;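 active means inhibition above the mean plus 3 SD of compounds within the control limits, set per campaign, cut at about 38% in these data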;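 further: 0% = DMSO wells and 100% = medium only without gametocytes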
Rac1 act GTP bind = modulators of GTP binding to human Rac1 activated mutant; GST-Rac1 activated beads, fluorescent GTP binding, flow cytometry; actives lie on both sides; 100% means binding = to untreated wells; 190,000 compounds, 0.11% hits; P63000; percent activity (GTP binding), % at 10 µM;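 active means GTP binding at least 20 percentage points away from the 100% baseline, in either direction, so actives lie on both sides; inconclusive means Compound likely fluorescent itself, or too few beads counted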
Numbers without * were called inactive; u = inconclusive; x = no result given; [ ] = dose if it differs, or a comment.

Fields: Mcl1-Bid inh, Rab2 wt GTP, RGS8-Gao reg, Rab7 wt GTP bind, Mcl1 Noxa PPI, HRas wt GTP bind, Rac1 wt modul, Cdc42 wt, Mcl-1 Bim block, Pf gametocyte, Rac1 act GTP bind
- Cc1cc(C)c(NC(=O)Cn2c(=O)n(-c3ccc(CC(=O)NCC4CCCO4)cc3)c(=O)c3ccccc32)c(C)c1 (stereo not given)
  -1, 99, 104, 96, 4, 98, 99, 98, 0, -8, 97
- CCn1c(SCC(=O)c2c[nH]c3ccccc23)nnc1-c1cccs1
  13, 102, 100, 102, 16, 102, 100, 101, -6, x, 99
- CCc1cccc(NC(=O)Cn2c(=O)oc3cc(S(=O)(=O)N4CCOCC4)ccc32)c1
  -29, 98, 99, 97, 0, 96, 98, 97, -3, x, 99
- CN(C)C(=O)CSc1nnc(-c2ccncc2)n1Cc1ccco1
  -8, 99, 102, 102, 13, 102, 102, 97, -24, x, 97
- O=C(CCCCCN1C(=O)c2ccccc2C1=O)NC1CCCC1
  -17, 95, 99, 97, -7, 99, 95, 97, -4, -13, 94
- COc1cccc(/C=C/C(=O)Nc2ccc(OC)nc2)c1
  -14, 102, 100, 101, 1, 100, 103, 101, -5, 4, 100
- COc1ccc(C2C(C(=O)c3sc(C)nc3C)=C(O)C(=O)N2CCN(C)C)cc1OC (stereo not given)
  -19, 100, 103, 102, 9, 97, 102, 99, -2, 2, 98
- CC1CC(=O)Nc2ccccc2S1(=O)=O (stereo not given)
  3, 92, 95, 94, -1, 92, 91, 87, -2, x, 91
- COc1ccc(NC(=O)c2nnn(Cc3cccc(F)c3)c2N)c(OC)c1
  -2, 103, 106, 100, 29, 98, 104, 99, 1, x, 97
- CC(C)COc1ccc(-c2nnc(-c3ccco3)o2)cc1
  -5, 99, 103, 96, 11, 100, 107, 104, 0, -15, 99
- Cc1ccc2[nH]c(=O)c(-c3nc4cc(C)ccn4c3NCc3ccco3)cc2c1
  80*, 102, 91, 102, 60*, 103, 102, 104, 0, x, 99
- Cc1cccc(OCC(=O)Nc2ccc(N3CCN(C(=O)c4ccco4)CC3)cc2)c1
  -32, 101, 102, 100, 5, 97, 106, 102, -3, x, 98
- CC1CC(C)(C)NC(=S)N1CC(=O)N(C)Cc1ccccc1 (stereo not given)
  -78, 102, 103, 101, 9, 102, 104, 107, -1, x, 100
- CCC(C)NCCCCOc1ccc(Br)cc1 (stereo not given)
  43, 100, 99, 99, 14, 100, 106, 105, -6, 1, 101
- CCN(CC(=O)Nc1cccc(OC)c1)C(=O)C1CCN(C(=O)Nc2ccccc2)CC1
  -36, 98, 101, 98, 5, 100, 98, 98, 0, x, 96
- COc1ccc(Cl)cc1C(=O)N(Cc1nc(-c2cccc(C)c2)no1)C(C)C
  13, 99, 89, 99, 1, 97, 100, 98, 7, x, 97
- CCOc1ccccc1C1C(C(=O)Nc2ccc(OC)cc2)=C(C)Nc2nc(CCCO)nn21 (stereo not given)
  -19, 103, 98, 98, -2, 103, 107, 103, -4, x, 101
- COCCN(CCOC)Cc1cc(=O)oc2cc3c(cc12)CCC3
  -32, 98, 99, 98, 2, 99, 106, 99, 0, 5, 98
- COc1ccc(C)cc1-n1nc2ccccc2n1
  -9, 96, 97, 99, -1, 93, 90, 88, -2, -1, 94
- CCCC(=O)NC(C)c1nc2ccccc2n1C (stereo not given)
  4, 95, 100, 94, 12, 96, 96, 97, -2, x, 97
- CN(C)c1ccc(CN(C(=O)C2COc3ccccc3O2)C2CCS(=O)(=O)C2)cc1 (stereo not given)
  -95, 98, 101, 96, 9, 98, 99, 96, -2, 29, 96
- O=C(c1cc2sccc2n1Cc1ccc(F)cc1)N1CCc2ccccc21
  -6, 98, 110, 99, -7, 95, 99, 93, 3, -18, 97
- O=C(Nc1cc(C(F)(F)F)ccc1Cl)C1CCN(c2nnc(-n3cccc3)s2)CC1
  16, 101, 101, 98, -10, 101, 106, 103, 2, x, 101
- CCN(CCn1cccn1)C(=O)c1cc(COc2ccc(F)cc2Cl)on1
  -36, 99, 102, 102, 6, 98, 97, 96, -2, 1, 98
- Cc1ccc(S(=O)(=O)N(C)C)cc1NC(=S)N(CCC#N)Cc1cccnc1
  -34, 104, 100, 106, -4, 100, 97, 99, 0, -8, 96
- CN(C)CCNC(=O)Nc1cccc(Cl)c1Cl
  0, 99, x, 95, -3, 101, 101, 102, -3, x, 96
- CCC(SC1=N/C(=C/c2ccccc2OC)C(=O)N1c1ccccc1)C(=O)Nc1cc(C)on1 (stereo not given)
  -2, 103, 98, 90, 13, 103, 104, 103, -1, x, 100
- COc1ccccc1NC(=O)C1=C(C)Nc2nnnn2C1c1ccccc1OC (stereo not given)
  -3, 100, 105, 100, -10, 100, 103, 101, 0, -13, 99
- CCCN(CC1CC1)C(=S)Nc1ccc(C(C)=O)cc1
  -32, 99, 100, 99, 9, 100, 100, 100, -2, x, 98
- Cc1ccccc1Cn1cccc1/C=C1/C(=N)N2C=CSC2=NC1=O
  -18, 97, 102, 96, 27, 96, 101, 96, -6, x, 98
- C/C(=C\c1ccccc1)C(=O)NCc1ccco1
  -33, 97, 101, 102, 9, 96, 97, 93, 2, 9, 94
- COCCN1CC(=O)N(c2cccc(C)c2C)C(c2ccc(Cl)cc2)C1=O (stereo not given)
  -36, 102, 102, 96, 0, 100, 107, 104, 3, x, 101
- O=C(Nc1cccc2[nH]ncc12)c1ccc(F)cc1
  5, 102, 98, 102, -13, 103, 105, 107, -3, -13, 102
- CCOc1cc(/C=N/Nc2nc(-c3cccc(S(=O)(=O)N4CCCC4)c3)cs2)ccc1O
  -74, u, 106, u, -2, u, u, u, 3, -5, u
- O=[N+]([O-])c1ccc(-n2cccn2)c(-c2nn[nH]n2)c1
  8, 101, 102, 101, 24, 99, 102, 103, -4, 7, 100
- CC(=O)NN1C(=O)c2ccccc2NC1c1ccc([N+](=O)[O-])o1 (stereo not given)
  -25, 104, 103, 109, 8, 102, 101, 102, -1, 20, 95
- COc1ccc(S(=O)(=O)N(C)CC(=O)NCc2cccnc2)cc1OC
  3, 104, 101, 108, -4, 105, 98, 101, -2, x, 97
- Cc1cc(C(F)(F)F)nn1CC(=O)N1CCCCC1C (stereo not given)
  -34, 98, 104, 97, -7, 98, 100, 99, 0, x, 97
- COc1cc(-c2nnc(COC(=O)c3c4c(nc5ccccc35)CCCC4)o2)cc(OC)c1OC
  -11, 96, 99, 100, -4, 99, 101, 101, -1, x, 99
- CCOc1ccc(OCC)c(NC(=O)C2CCN(S(=O)(=O)c3cccc4nonc34)CC2)c1
  1, 97, 101, 100, 6, 97, 98, 98, -1, -7, 94
- CCOc1ccccc1N1CCN(C(=O)CC(C)C)CC1
  -22, 96, 101, 102, -3, 99, 104, 104, -2, 11, 99
- CCOC(=O)N/N=C/c1cccnc1
  -15, 95, 100, 94, 9, 96, 99, 97, 2, x, 98
- O=C(Nc1ccccc1)N1CCN(c2ncccn2)CC1
  -3, 98, 96, 102, -3, 101, 103, 100, 0, x, 100
- NC(=O)C1=C[C@H](c2ccc(C(F)(F)F)cc2)C[C@H](OCCCCO)O1
  -9, 97, 104, 100, -12, 96, 95, 96, -3, -4, 93
- Cc1c(NC2(c3nnnn3-c3ccc(Br)cc3)CCCCC2)c(=O)n(-c2ccccc2)n1C
  -20, 101, 91, 99, 7, 99, 101, 99, -1, x, 98
- Cc1nc2nc(Cc3ccccc3)nn2c(C)c1Cl
  -20, 99, 104, 100, -10, 99, 101, 99, -2, 17, 99
- N#CCCn1cnc2c(=S)nc[nH]c21
  -11, 98, 89, 100, 33, 97, 100, 97, -1, x, 95
- CC(C)Oc1ccc(CCc2n[nH]c(=S)n2Cc2ccccc2)cc1
  -19, 97, 99, 98, 29, 97, 97, 93, -2, x, 94
- NS(=O)(=O)c1ccc(CNC(=O)C2(c3ccc(Cl)cc3)CC2)cc1
  -12, 95, 100, 94, -4, 95, 98, 95, 0, -9, 93
- Cc1ccc(-c2ccc(/C=C(\C#N)C(=O)Nc3cc(C)nn3-c3ccccc3)o2)cc1
  64*, 109, 101, 107, x, 127*[activator], 97, 101, -3, x, 120*[activator]
- COc1ccc(CC(=O)N2CCN=C2SC)cc1
  -3, 96, 106, 95, 0, 94, 96, 93, -1, x, 95
- O=C(C1CCCN(c2ncccn2)C1)N1CCc2ccccc21 (stereo not given)
  -11, 100, 98, 100, -16, 103, 100, 102, 0, 21, 98
- O=C(Nc1cccc([N+](=O)[O-])c1)Nc1ccc(Cl)cn1
  -5, 95, 104, 102, 8, 97, 92, 93, -2, -12, 90
- COc1ccccc1CNC(=O)C1CCN(S(=O)(=O)c2ccc3c(c2)OCCCO3)CC1
  -6, 99, 102, 100, 12, 100, 105, 103, 0, x, 101
- COC(=O)CC1NCCNC1=O (stereo not given)
  -20, 100, 103, 102, 12, 100, 100, 100, -7, x, 98
- O=C(NC1CCS(=O)(=O)C1)c1cn(-c2ccccc2)nc1-c1ccccc1 (stereo not given)
  5, 102, 100, 100, 11, 103, 107, 106, -1, x, 99
- O=C1c2ccccc2C(=O)C1(CO)c1ccccc1
  -45, 95, 97, 101, 10, 96, 97, 94, -1, 12, 94
- NC(=O)C1CCN(S(=O)(=O)c2cccc(C(=O)O)c2)CC1
  18, 102, 95, 99, 1, 101, 101, 100, 1, -19, 98
- COc1cccc(N=Cc2ccc(O)cc2O)c1
  -18, 94, 98, 96, 27, 95, 92, 95, 8, x, 92

Compound activity (PubChem)
